Screening data as filed in PubChem BioAssay.
PME-1 inh: PME-1 (human) inhibition; Q9Y570; recombinant PME-1, FP-Rh probe fluorescence polarization; inhibition, % at 5.9 µM; 320,000 compounds, 0.53% hits; AID 2130;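 active = inhibition above the campaign mean of all compounds plus 3 SD, cut at about 26% in these data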;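 note: competitive labeling of PME-1 active site by serine hydrolase directed probe; 0% = PME-1 with DMSO and 100% = wells lacking PME-1 enzyme; inhibitors block probe labeling so polarization falls and inhibition rises; many of its hits are not listed in these tables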
LYPLA2 inh: blocks human lysophospholipase 2, a PME1 counter-screen; recombinant LYPLA2, FP-Rh probe fluorescence polarization; inhibition, % at 5.9 µM; 320,000 compounds, 0.38% hits; AID 2177;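 active = inhibition above the screen-wide mean plus 3 SD, limit set per campaign, cut at about 26% in these data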;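 note: 0% = LYPLA2 with DMSO and 100% = wells lacking LYPLA2 enzyme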
GSTO1 counter: counter-screen for RBBP9 inhibitors: inhibitors of human GSTO1; 300,000 compounds, 1.1% hits; P78417; recombinant GSTO1, activity-based probe fluorescence polarization; AID 1974; inhibition, % at 5.96 µM;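 active = inhibition above the campaign mean inhibition plus 3 SD, cut at about 35% in these data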;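 note: 0% = GSTO1-1 with DMSO and 100% = wells lacking GSTO1-1 enzyme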
PAD4 FP inh: blocks human protein arginine deiminase 4; Q9UM07; inhibition, % at 6.36 µM; AID 485272; 330,000 compounds, 0.41% hits; recombinant PAD4, RCA probe fluorescence polarization;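 active = percent inhibition above a cutoff equal to the mean of all tested compounds plus 3 SD, cut at about 15% in these data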;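 note: 0% = PAD4 with RCA probe and DMSO and 100% = probe without PAD4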
Target sequence (Q9UM07 whole entry, looked up): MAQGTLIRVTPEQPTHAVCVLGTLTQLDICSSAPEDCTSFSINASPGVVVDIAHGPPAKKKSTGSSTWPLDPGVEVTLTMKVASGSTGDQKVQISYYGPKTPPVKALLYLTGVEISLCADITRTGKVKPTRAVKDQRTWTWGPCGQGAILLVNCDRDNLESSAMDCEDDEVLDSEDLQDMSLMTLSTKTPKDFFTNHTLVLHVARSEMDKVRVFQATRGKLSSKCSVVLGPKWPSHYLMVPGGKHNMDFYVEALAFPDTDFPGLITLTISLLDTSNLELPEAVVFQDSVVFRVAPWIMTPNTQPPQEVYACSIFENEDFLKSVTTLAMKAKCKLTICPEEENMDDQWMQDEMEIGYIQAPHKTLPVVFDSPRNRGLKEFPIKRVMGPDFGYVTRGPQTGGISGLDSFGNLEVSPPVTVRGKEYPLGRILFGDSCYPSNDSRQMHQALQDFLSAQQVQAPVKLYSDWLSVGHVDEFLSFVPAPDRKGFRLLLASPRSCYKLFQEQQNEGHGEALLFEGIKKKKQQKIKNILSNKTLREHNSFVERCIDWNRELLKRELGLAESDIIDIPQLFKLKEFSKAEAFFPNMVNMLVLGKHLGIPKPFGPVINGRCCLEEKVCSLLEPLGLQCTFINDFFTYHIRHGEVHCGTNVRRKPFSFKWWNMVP
pPAFAH inh: inhibitors of human plasma PAF acetylhydrolase (pPAFAH). AID 463082. inhibition, % at 3.39 µM. 330,000 compounds, 1.5% hits. recombinant pPAFAH, FP-rhodamine probe fluorescence polarization;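 active = inhibition above the mean inhibition across the screen plus 3 SD, cut at about 25% in these data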;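 note: inhibitors block binding of the rhodamine activity-based probe so polarization drops; 0% = enzyme with DMSO and 100% = wells lacking pPAFAH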
Target sequence (Q13093 whole entry, looked up): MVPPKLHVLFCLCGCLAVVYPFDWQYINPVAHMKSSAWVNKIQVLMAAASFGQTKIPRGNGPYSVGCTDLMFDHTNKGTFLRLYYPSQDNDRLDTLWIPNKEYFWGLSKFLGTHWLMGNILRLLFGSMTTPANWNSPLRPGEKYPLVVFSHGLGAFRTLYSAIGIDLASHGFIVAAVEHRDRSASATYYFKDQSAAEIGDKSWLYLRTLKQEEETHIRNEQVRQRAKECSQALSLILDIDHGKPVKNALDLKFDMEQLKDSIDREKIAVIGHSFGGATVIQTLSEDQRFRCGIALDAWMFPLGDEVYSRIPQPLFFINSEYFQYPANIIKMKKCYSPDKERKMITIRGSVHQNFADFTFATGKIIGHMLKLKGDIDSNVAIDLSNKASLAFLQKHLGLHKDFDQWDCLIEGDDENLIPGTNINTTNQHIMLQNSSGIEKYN
LYPLA1 counter: counter-screen for PME1 inhibitors: inhibitors of human LYPLA1. O75608. recombinant LYPLA1, FP-Rh probe fluorescence polarization. inhibition, % at 5.9 µM. 320,000 compounds, 0.16% hits;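 active = inhibition above the mean of all tested compounds plus 3 SD, set per campaign, cut at about 14% in these data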;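 note: inhibitors block serine hydrolase probe labeling of LYPLA1 so polarization falls; 0% = enzyme with DMSO and 100% = wells lacking LYPLA1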
PAFAH1B3 inh: blocks human PAF acetylhydrolase 1B catalytic subunit 3. Q15102. recombinant PAFAH1B3, FP-rhodamine probe, fluorescence polarization. inhibition, % at 3.39 µM. 340,000 compounds, 0.28% hits;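 active = inhibition above the screen-wide average of all tested compounds plus 3 SD, cut at about 25% in these data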;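 note: 0% = enzyme with DMSO only and 100% = wells lacking PAFAH1B3 protein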
PREPL inh: inhibitors of human prolyl oligopeptidase-like enzyme PREPL | Q4J6C6 | recombinant PREPL, fluorescence polarization activity-based probe | inhibition, % at 5.96 µM | 320,000 compounds, 0.68% hits | AID 2751; in the data active = inhibition above about 43%;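 note: 0% = enzyme with DMSO and 100% = wells lacking enzyme; many of its hits are not listed in these tables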
PAFAH1B2 inh: PAFAH1B2 (human) inhibition. P68402. recombinant PAFAH1B2, FP-rhodamine activity probe, fluorescence polarization. inhibition, % at 3.39 µM. 340,000 compounds, 1.2% hits. AID 492953;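 active = inhibition above the mean of all tested compounds plus 3 SD, cut at about 24% in these data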;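 note: 0% = enzyme with DMSO and 100% = wells lacking PAFAH1B2; many of its hits are not listed in these tables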
An asterisk follows results filed as active; · = not tested or not shown.

no.	Molecule	PME-1 inh	LYPLA2 inh	GSTO1 counter	PAD4 FP inh	pPAFAH inh	LYPLA1 counter	PAFAH1B3 inh	PREPL inh	PAFAH1B2 inh
1	COc1ccccc1NS(=O)(=O)c1cccc(C(=O)NNC(=O)C(NC(N)=O)C(C)C)c1 (configuration not stated)	-3	-11	6	4	-8	-7	3	2	3
2	COc1cccc(C(=O)Nc2ccc3c(c2)OCO3)c1OC	1	7	2	-2	0	2	7	-2	7
3	CCn1c(SCC(=O)NC2CCCC2)nc2c1c(=O)n(C)c(=O)n2C	0	2	-1	3	0	2	1	9	5
4	COc1ccc(C(=O)n2nc(C)cc2C)cc1Br	-1	0	5	0	1	-2	6	-5	0
5	CCN(CC(=O)NC1CCS(=O)(=O)C1)S(=O)(=O)c1ccc(C)cc1C (configuration not stated)	-8	-2	4	4	1	3	1	-5	4
6	Cc1ccc(S(=O)(=O)N(CCC#N)CCN2CCCC2)cc1	-3	8	11	4	0	3	0	0	7
7	COc1ccc(N(C(=O)c2ccco2)C(C(=O)NC2CCCC2)c2ccc(OC)c(OC)c2)cc1 (configuration not stated)	-1	1	1	0	7	-3	-2	-6	-2
8	CC(=O)Nc1ccc(S(=O)(=O)Nc2ncccn2)cc1	2	3	3	5	-3	3	0	17	2
9	CC(C)NC(=O)C1CC(=O)N(c2ccc(F)c(Cl)c2)C1 (configuration not stated)	-1	-1	1	-1	1	-5	6	0	3
10	Cc1ccc(S(=O)(=O)N[C@H](C(=O)N2CCC3(O)CCCCC3C2)c2ccccc2)cc1 (some centres not stated)	8	-3	-5	0	-5	3	0	13	17
11	O=C(c1ccco1)c1cc2c(ccc3ccccc32)oc1=O	9	2	5	6	6	-3	7	-2	3
12	O=C(CC1OC(=O)c2ccccc21)NC1CCCCC1 (configuration not stated)	4	-3	1	1	7	-1	5	-12	5
13	C=CCOc1ccc2c(OC)c3ccoc3nc2c1OC	-4	-3	3	1	4	-3	9	-3	-3
14	CCCn1nc(Oc2nc(N(C)C)nc(N(C)C)n2)ccc1=O	1	-3	-4	0	-4	-1	6	-11	-2
15	CCOC(=O)N1CCC(NC(=O)C2CCN(S(=O)(=O)c3cnc[nH]3)CC2)CC1	3	0	1	3	1	3	1	9	-8
16	COc1ccc(-n2nc(C(=O)NCC(=O)N3CCOCC3)c3ccccc3c2=O)cc1OC	1	6	2	-3	5	6	-1	3	1
17	COC(=O)c1ccc(N=NNc2ccccc2)cc1	2	0	-4	2	3	-1	-3	12	-2
18	COc1ccc(C(C(=O)NC2CCCC2)N(C(=O)Cc2cccs2)C2CC2)cc1OC (configuration not stated)	-2	6	-6	-5	3	-2	12	3	-2
19	Cc1cccc(C(=O)NNC2=CC(=O)CC(C)(C)C2)c1O	0	4	12	-2	6	1	10	5	7
20	C=CCc1ccccc1OCC(O)Cn1ccnc1C (configuration not stated)	-2	8	3	1	8	4	11	15	3
21	CCOC(=O)c1c(NC(=S)Nc2ccccc2)sc2c1CCN(CCc1ccccc1)C2	-20	-13	-35	-37	0	-15	·	2	·
22	COc1ccc(S(=O)(=O)NC(C)C)cc1C(=O)N1CCOCC1	0	2	8	2	3	0	6	7	2
23	COc1cccc(-c2cc(C(=O)Nc3ccn(Cc4ccc(C)cc4)n3)no2)c1	-4	-8	-3	-3	-2	-2	-7	-19	1
24	NC(=O)c1cc(N)ccc1N1CCCC1	0	9	51*	-5	4	2	7	26	-2
25	O=C(COC(=O)c1cc2ccccc2o1)c1ccccc1	-6	12	-2	3	9	-1	0	-5	-1
26	CCOC(=O)c1cnc2ccc(C)cn2c1=O	3	1	1	-3	-1	-1	8	1	0
27	Cc1c(C(=O)Nc2nc3ccccc3[nH]2)cccc1[N+](=O)[O-]	-5	6	4	3	1	1	1	11	7
28	Cc1ccc(C(=O)CN2C(=O)C(C)Oc3ccccc32)cc1 (configuration not stated)	1	5	13	-4	7	-1	12	0	0
29	O=C(Cn1nnc(N2CCCC2)n1)N/N=C/c1ccc(Cl)cc1	-3	4	4	2	6	6	-2	0	3
30	Cc1nn(-c2ccccc2)c(Cl)c1/C=N/Nc1ccc(S(=O)(=O)Nc2ccccc2C(=O)O)cc1[N+](=O)[O-]	51*	28*	4	-3	47*	1	10	38	13
31	CCCCn1c(N)c(N(CC(C)C)C(=O)c2cccc(S(=O)(=O)N3CCN(C(C)=O)CC3)c2)c(=O)[nH]c1=O	-3	-4	10	1	-3	-3	-4	3	5
32	CCn1nc(C)c(CN2CCC(n3nccc3NC(=O)CCCc3ccccc3)CC2)c1C	4	-3	-5	0	0	1	3	13	-3
33	CC(C)OCCCNC(=O)Cn1nc(-c2ccccc2)ccc1=O	7	-2	5	-2	-4	-1	7	3	8
34	CCOCCc1nnc(NC(=O)CCc2ccccc2)s1	-1	-6	-1	-6	0	-5	10	9	5
35	COc1ccc(/C=C2/C(=O)N(Cc3ccccc3)N=C2C)cc1	1	6	40*	4	5	6	5	-2	-2
36	CCc1ccc(-c2cc(C)no2)cc1S(=O)(=O)N1CCN(c2ccc(F)cc2)CC1	-5	-10	-17	-2	7	-5	6	3	4
37	CS(=O)(=O)N(CC(=O)Nc1ccc(CC#N)cc1)c1ccc(C23CC4CC(CC(C4)C2)C3)cc1	-60	-71	4	4	-33	-25	-53	-28	-23
38	O=C(Nc1nnc(C23CC4CC(CC(C4)C2)C3)s1)c1ccc(N2C(=O)CCC2=O)cc1	-1	1	-4	-2	3	-5	10	-5	11
39	O=C(CCCc1nc(-c2ccccc2)no1)NCc1cccnc1	0	-11	6	-1	2	-4	1	3	3
40	COc1ccc(OCCNS(=O)(=O)Cc2ccccc2)cc1	-4	-5	-1	-8	1	-2	5	2	6
41	O=C(COC(=O)c1cc([N+](=O)[O-])ccc1NCCO)c1ccccc1	11	8	-1	-1	3	0	13	3	0
42	Cc1noc(C)c1C(=O)Nc1nccs1	2	7	9	-4	2	-1	-3	3	1
43	CC(Sc1nnc(C2CC2)n1C1CC1)C(=O)c1ccc(F)cc1 (configuration not stated)	-3	1	·	-1	-2	2	1	7	3
44	CCOCCCN1C(=O)CN(C2CCC(C)CC2)C(=O)C1c1ccc(C)cc1 (configuration not stated)	-5	-7	2	1	2	-1	2	-5	-1
45	CCCSc1nnc(-c2ccccc2N)c(=O)[nH]1	0	-7	-4	0	7	-3	4	2	-2
46	Cn1ncc(N=Cc2ccccc2[N+](=O)[O-])c1C(N)=O	-2	-6	2	-10	3	0	6	12	2
47	CCN(CC(=O)Nc1c(F)cccc1F)C(=O)c1cccc(-n2cccc2)c1	4	3	14	0	9	1	5	-6	-6
48	COc1cc(S(=O)(=O)Nc2ccc3cn[nH]c3c2)ccc1Cl	-7	-3	-6	-5	2	0	-4	-23	4
49	O=C(CSc1nc2[nH]ncc2c(=O)[nH]1)Nc1ccc(Cl)cc1	-2	2	1	-1	1	1	3	-34	7
50	CCOC(=O)c1c(NC(=O)COC)sc2c1CCCC2	-3	4	10	-2	4	-3	-1	18	1
51	Cc1c(NC(=O)c2ccc(Cl)s2)c(=O)n(-c2ccccc2)n1C	0	-7	4	7	-1	0	8	16	8
52	Cc1ccc2nc(CSc3nc(C)nc4c3oc3ccccc34)[nH]c2c1	·	·	·	4	-6	·	8	-15	-3
53	Cc1c(NC(=O)C2CCN(S(=O)(=O)c3cccs3)CC2)c(=O)n(-c2ccccc2)n1C	4	10	-1	2	3	1	3	-12	0
54	CCOC(=O)N1CCC(NS(=O)(=O)c2ccc(C#N)cc2)CC1	-2	3	2	7	-1	0	·	-10	·
55	Cc1cc(C(=O)COc2ccccc2C(N)=O)c(C)n1C1CC1	8	12	5	4	3	3	3	10	2
56	CCOC(=O)c1cnc2ccccc2c1Nc1cc(C(=O)O)ccc1C	-2	-1	1	-3	-2	-4	5	-7	6
57	CC(C)Cn1c(N)c(C(=O)COC(=O)C2Cc3ccccc3CN2S(C)(=O)=O)c(=O)n(C)c1=O (configuration not stated)	-6	4	·	-2	4	-1	-4	8	12
58	O=c1ccnc(SCn2nnc3ccccc3c2=O)[nH]1	2	0	-1	3	-1	4	2	13	3
59	CN(c1ccccc1)c1nc(N)c([N+](=O)[O-])c(N2CCCCC2)n1	4	4	2	1	7	2	3	-7	5
60	COC(=O)/C=C1/S/C(=N/NC(=O)c2ccccc2OC)NC1=O	6	1	-5	-5	7	0	-6	1	7

Other results follow:
no.	Molecule	PME-1 inh	LYPLA2 inh	GSTO1 counter	PAD4 FP inh	pPAFAH inh	LYPLA1 counter	PAFAH1B3 inh	PREPL inh	PAFAH1B2 inh
61	COc1cccc(OC)c1C(=O)N1CCN(c2c(Cc3ccccc3)c(C)nc3ncnn23)CC1	12	1	-4	2	1	-2	8	9	4
62	CCOc1ccc(NC(=O)CN(c2cc(C)cc(C)c2)S(=O)(=O)c2c(C)noc2C)cc1	0	-1	3	1	2	-4	5	6	-1
63	COc1cccc(-c2nc(CS(=O)(=O)CC(=O)N3CCCCC3)c(C)o2)c1	1	-4	-1	2	-1	-4	12	0	7
64	CN(C(=O)CN1C(=O)c2cc(Cl)c(Cl)cc2C1=O)C1CCS(=O)(=O)C1 (configuration not stated)	-4	2	6	0	-4	-1	-3	-5	4
65	O=C(Cn1c(=O)n(Cc2ccco2)c(=O)c2ccccc21)NCC1CCCO1 (configuration not stated)	3	2	8	4	-2	-1	10	1	3
66	COC(=O)C(NC(=O)C(C)Oc1ccccc1)C(C)C (configuration not stated)	6	5	3	2	3	3	4	5	2
67	COc1ccc(C2CC(=O)c3sc(NC(C)=O)nc3C2)cc1 (configuration not stated)	1	11	0	2	9	0	2	2	2
68	COc1ccc(NC(=O)/C=C/c2cc(Br)ccc2OC)cc1	0	-12	-10	-5	0	-7	6	9	0
69	COc1ccc(Cl)cc1NC(=O)c1sc2nc(C)nc(N3CCOCC3)c2c1C	6	-3	-2	-3	-3	-2	-1	24	2
70	CN1CCN(C(=S)Nc2ccc(Cl)c(Cl)c2)CC1	3	1	-3	-8	1	3	0	10	2
71	CCOC(=O)c1[nH]c2ccc(OC)cc2c1NC(=O)c1cccc(OC)c1	2	-1	5	-3	8	-3	-2	3	0
72	CN(CC1CCCO1)S(=O)(=O)c1ccc(C(=O)Nc2ccc(S(N)(=O)=O)cc2)cc1 (configuration not stated)	4	2	-7	1	0	0	3	2	-2
73	COc1cccc(NC(=O)CCc2nnc3ccc(N4CCC(C)CC4)nn23)c1	-1	5	12	0	3	2	1	9	4
74	O=C(COC(=O)/C=C/c1ccc([N+](=O)[O-])cc1)NCC1CCCCC1	·	·	·	2	5	·	-2	8	-2
75	CCOC(=O)N1CCC(NC(=O)c2ccccc2C(=O)O)CC1	1	-1	-3	-7	5	-2	-1	0	1
76	COc1ccc(CCn2ccc(O)c(Cc3c(F)cccc3Cl)c2=O)cc1OC	-2	-3	1	-3	4	-4	-5	8	5
77	COc1ccc(OC)c(NC=C2C(=O)OC(C)(C)OC2=O)c1	-3	3	-4	-3	-1	-1	6	-1	-8
78	COC(=O)c1nn(-c2ccccc2)c(Sc2ccc(Br)cc2)c1/C=N/O	-5	3	0	2	-9	-4	-1	22	8
79	O=C(N/N=C/c1cccc(Oc2ccccc2)c1)c1ccccc1F	-16	-1	-1	6	4	-5	9	-5	2
80	COc1cccc(NS(=O)(=O)c2ccc3c(c2)n(C)c(=O)c(=O)n3C)c1	14	5	7	-2	3	4	4	1	6

These rows are one share of the data. The share of hits here may be higher or lower than overall.
